Screening data: PubChem BioAssay, National Center for Advancing Translational Sciences (NCATS)
PLK1 PBD block – blocks phosphopeptide binding to human PLK1 polo-box domain; Plk1 PBD binding of FITC phosphopeptide, fluorescence polarization; AID 720504; Potency, µM, for the others: max response, negative = inhibition, hits mostly inhibitors; P53350; 360,000 compounds, 2.8% hits; note: potency is the fitted concentration of half-maximal effect; series mostly up to about 57 µM; % is set by controls: 0 for no effect and ±100 for the full control effect; nearly all actives have a fitted effect of over 65% in size
PI5P4Ka inh – inhibitors of human PI5P4K alpha | 330,000 compounds, 1.2% hits | AID 652105 | PI5P4Kalpha enzyme, ADP-Glo luminescence, 60 min; hits give low values | max response, % | P48426; active = max response of -50% or lower; inconclusive = between -30% and -50%; inactive = -30% or higher; note: value at the top dose of about 77 µM; % is set by controls: 0 for no effect and ±100 for the full control effect
Target sequence (P48426 whole entry, looked up): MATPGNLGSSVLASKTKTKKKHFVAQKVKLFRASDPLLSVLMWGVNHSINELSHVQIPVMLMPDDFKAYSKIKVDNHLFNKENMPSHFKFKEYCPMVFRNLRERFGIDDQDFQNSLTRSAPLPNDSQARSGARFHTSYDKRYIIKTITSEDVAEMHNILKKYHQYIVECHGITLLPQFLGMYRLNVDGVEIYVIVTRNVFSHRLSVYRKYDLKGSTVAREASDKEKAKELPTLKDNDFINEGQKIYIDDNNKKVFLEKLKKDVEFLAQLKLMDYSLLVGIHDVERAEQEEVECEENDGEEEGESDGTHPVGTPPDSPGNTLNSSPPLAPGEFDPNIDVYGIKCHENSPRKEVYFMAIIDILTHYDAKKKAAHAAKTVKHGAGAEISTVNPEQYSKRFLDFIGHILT
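ADP-Glo luminescence end-point after a 60 min room-temperature kinase reaction. PI5P4Kalpha and substrate in HEPES pH 7.4 buffer with EGTA, 0.1% CHAPS and 5% DMSO; ATP at 5 microM final.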
GLP1R cytotox – cytotoxicity in counter-screen for GLP-1R inverse agonists; HEK293 cAMP-luciferase reporter cells, luminescence, 24 h; Potency, µM (doses to about 38.3 µM), for the others: at the highest dose activity change, negative = inhibition, hits mostly inhibitors; 410,000 compounds, 0.13% hits;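 note: loss of luciferase light is scored as toxicity; potency is the fitted concentration of half-maximal effect; % is set by controls: 0 for no effect and ±100 for the full control effect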
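Seeding density was 200 cells/uL; after overnight-length (12 h) culture, 23 nL compounds went on for 24 h at 37 °C. Readout used a luciferase detection reagent, luminescence taken after 12 min at room temperature.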
IL2 activator – activates IL-2 in a cell-based reporter assay | activation, % (series mostly up to about 46 µM) | IL-2 activation reporter assay, cell-based qHTS; stimulated with anti-CD3/CD4/CD28 beads; in transgenic mouse T cells | 360,000 compounds, 0.065% hits; in the data active = activation above about 50%; inconclusive = mostly about 30% to 49%; note: 0% is about no effect
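Readout is EGFP and DsRed signal by fluorescent plate cytometry after 18 h at 37 degrees C. Transgenic mouse T cells (750/well) received compound for 60 min before bead stimulation (anti-CD3, anti-CD4, anti-CD28); memory T cells served as non-tolerant control.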
PTHR1 ag – agonists of human PTHR1 parathyroid hormone receptor. Q03431. HEK293 GP2 PTHR1 cells, GloSensor cAMP luminescence, 1 h. Potency, µM (top dose mostly 115 µM), for inactives: top-dose activation, actives largely listed as activators. 410,000 compounds, 0.075% hits. AID 743266; note: potency is the fitted concentration of half-maximal effect; nearly all actives have a fitted effect of over 55% in size; some results filed as inactive show a strong effect at the top dose; inactives centre near -15; many of its hits are not listed in these tables
Target sequence (Q03431 whole entry, looked up): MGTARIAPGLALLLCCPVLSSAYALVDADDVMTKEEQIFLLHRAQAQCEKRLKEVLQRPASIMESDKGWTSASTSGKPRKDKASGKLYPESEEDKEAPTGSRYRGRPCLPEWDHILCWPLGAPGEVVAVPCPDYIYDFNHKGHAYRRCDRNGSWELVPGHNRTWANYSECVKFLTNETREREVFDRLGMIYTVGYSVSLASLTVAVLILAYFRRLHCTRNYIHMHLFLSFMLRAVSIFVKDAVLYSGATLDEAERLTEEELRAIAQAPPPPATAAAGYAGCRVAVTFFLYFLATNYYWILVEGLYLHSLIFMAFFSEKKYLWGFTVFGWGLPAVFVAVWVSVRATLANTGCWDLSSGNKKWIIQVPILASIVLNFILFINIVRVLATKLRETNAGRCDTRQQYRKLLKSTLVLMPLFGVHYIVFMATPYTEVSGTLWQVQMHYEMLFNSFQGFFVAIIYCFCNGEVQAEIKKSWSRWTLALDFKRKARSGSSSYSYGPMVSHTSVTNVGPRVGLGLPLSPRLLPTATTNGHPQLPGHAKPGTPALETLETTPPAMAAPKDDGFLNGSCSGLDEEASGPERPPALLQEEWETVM
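HEK-293-derived GP2 cells expressing PTHR1 and a GloSensor cAMP reporter, 3,000/well, plated overnight, given luciferin plus IBMX (each 0.5 mM as added) for 1 h at 37 °C, then compound for 1 h at 37 °C. Luminescence was read after 15 min at room temperature.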
GLP1R inv ag – GLP-1 receptor (human) inverse agonism; P43220; HEK293 GLP-1R CRE-luciferase, luminescence, 24 h; GLP-1R form is constitutively active; Potency, µM (highest dose often 38.3 µM), without a hit: top-dose activity change, negative = inhibition, most hits filed as inhibitors; 410,000 compounds, 1.6% hits; note: potency is the fitted concentration of half-maximal effect; % is set by controls: 0 for no effect and ±100 for the full control effect; nearly all actives have a fitted effect of over 55% in size
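Constitutively active GLP-1R drives a cAMP-responsive luciferase in stably transfected HEK293 cells; test compounds are added after overnight (12 h) attachment and left 24 hr, and signal loss in luminescence marks inhibition.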
EPAC1 antag – EPAC1 (human) antagonism; 360,000 compounds, 0.14% hits; EPAC1 GEF assay, Rap1b-BODIPY-GDP exchange fluorescence; Potency, µM (top dose mostly 115 µM), inactives show at the highest dose activity change, negative = inhibition, usual class: inhibitors; O95398;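 note: potency is the fitted concentration of half-maximal effect; plate controls were vehicle for no effect and positive control for full effect; nearly all actives have a fitted effect of over 50% in size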
EPAC1 ag – agonists of human EPAC1. O95398. EPAC1 agonist qHTS, biochemical assay; response scale: 100% = response to 6.5 mM cAMP. Potency, µM (highest dose often 154 µM), without a hit: top-dose activation, hits mostly activators. 360,000 compounds, 0.073% hits. AID 720707; note: potency is the fitted concentration of half-maximal effect; nearly all actives have a fitted effect of over 60% in size
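Multi-concentration qHTS readout: loss of Rap1B-bound BODIPY-GDP fluorescence driven by 100 nM EPAC1 with excess GDP (50 uM), monitored kinetically at room temperature; agonist response expressed relative to 6.5 mM cAMP.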
GLP1R ag – activates the human GLP-1 receptor; 380,000 compounds, 0.007% hits; Potency, µM (titrated, usually from 45.6 µM), for the others: at the top dose activation, most hits filed as activators; P43220; HEK293 GLP-1R CRE-luciferase, luminescence, 4-6 h; cells express a hypersensitive GLP-1R form; note: potency is the fitted concentration of half-maximal effect; % of control where 0% means no effect
* marks the source's active call; other numbers are inactive results; i = inactive; ? = inconclusive; nt = not tested or not shown; [ ] = another dose, or the depositor's remark. Unless noted, calls come from the whole dose curve; as a rule, active = well fitted curve in the direction sought with a large enough effect; inconclusive = small, poorly fitted or top-dose-only effect, or another doubt; inactive = no such curve, though single readings can be large; an effect the other way counts as inactive or inconclusive. This is a subset. The share of hits here may be higher or lower than overall.

SMILES | PLK1 PBD block | PI5P4Ka inh | GLP1R cytotox | IL2 activator | PTHR1 ag | GLP1R inv ag | EPAC1 antag | EPAC1 ag | GLP1R ag
COc1cc(NS(=O)(=O)c2ccc(NC(=S)NC(=O)c3cccs3)cc2)nc(OC)n1 | -17% | -4 | 5% | -2.2 | i | 7% | 0% | -8% | -3%
CC(=O)Nc1ccc(NC2CCCCC2NS(=O)(=O)c2ccc(Cl)cc2)cc1 (stereo not given) | 2% | -6 | 4% | -2.5 | -35%[inhibitor] | ? | 14% | 0% | -3%
CC12CN3CC(=O)N4CC5(C)CN(CC(C)(C4)C5=O)C(=O)CN(C1)CC(C)(C3)C2=O | -9% | nt | 0% | 0.6 | -19%[57.5 µM] | 9% | 6% | 4% | -7%
Cn1c2ccccc2n2c(=O)c(Cl)c(-c3ccccc3)c(C#N)c12 | -2% | 0 | -3% | 3.4 | -12% | 25% | -2% | 2% | 0%
O=C(Cn1cc([N+](=O)[O-])ccc1=O)NCC1COc2ccccc2O1 (stereo not given) | -6% | -11 | 2% | -0.2 | -12% | 11% | 0% | 2% | -1%
CCc1ccc(C(=O)COC(=O)c2ccc(Cl)nc2)cc1 | -8% | -12 | -4% | 1.8 | -14% | 4% | 35%[activator] | 5% | 10%
Cn1nc(C(=O)NCc2ccc(F)cc2)c2ccccc2c1=O | -9% | nt | 9% | 2.8 | i | 0% | -13% | 10% | 0%
CCC(C)c1ccc(NC(=O)c2cnn3c(C(F)F)cc(C)nc23)cc1 (stereo not given) | -9% | 8 | 9% | -1.5 | 5% | 7% | -10% | -9% | 11%
COCCCN(CCC#N)C(=O)c1c(-c2c(Cl)cccc2Cl)noc1C | -1% | 4 | 14% | -0.9 | i | 6% | 4% | 5% | 0%
CN(C)C(=O)c1cccc(-c2cc(NC=O)c3ncc(-c4ccc(F)c(Cl)c4)n3c2)c1 | -26% | ? | -4% | -0.9 | 7% | -22% | -17% | 4% | 25%
CC(C)Oc1ccc(C2CC(=O)N(c3ccc(C(=O)O)cc3)C2=O)cc1 (stereo not given) | -14% | -1 | -8% | 2.9 | i | 3% | -15% | 0% | -1%
C=CCNC(=O)N1CCCC(C(=O)c2cccc(OC(C)C)c2)C1 (stereo not given) | -12% | 4 | -15% | -2.2 | -23% | ? | -23% | -4% | 4%
Cc1occc1-c1nnc(SCC(=O)N2CCCC(C)C2)o1 (stereo not given) | -9% | -6 | -13% | -0.5 | -6% | 11% | 1% | 5% | 1%
CCSc1nc(C)cc(Oc2ccc(=O)n(C)n2)n1 | 5% | nt | 16% | -1.6 | i | 0% | 0% | 5% | 8%
Cc1ccsc1C(=O)N1CCCC(C(=O)c2cc(F)ccc2F)C1 (stereo not given) | 1% | -3 | 35%[activator] | 1.1 | i | -45% | 11% | -6% | 3%
COc1cc2c(cc1OC)C(Nc1ccc(S(N)(=O)=O)cc1)=NC(C)(C)C2 | -1% | -5 | 16% | -0.1 | -11% | 120%[activator] | 0% | -12% | 12%
Cc1onc(-c2ccccc2Cl)c1C(=O)N1C=CC(C(F)(F)Cl)=NCC1 | 1% | 1 | -9% | -1.1 | i | 0% | -5% | 21% | -13%
CCCc1nnc(NC(=O)c2cc3ccccc3oc2=O)s1 | -8% | -5 | 9% | -0.3 | i | 1% | 6% | 9% | 0%
C=CCn1c(C(CCCC)CC(O)COCCC)n[nH]c1=S (stereo not given) | -2% | 1 | 0% | 0.8 | 9% | 11% | 22% | 1% | -1%
CN(CC(=O)Nc1ccc(N2CCOCC2)cc1)Cc1c(O)ccc2ccccc12 | 4.7µM* | -27 | 0% | -0.3 | i | 7% | 1% | -1% | 1%
N#CCCN(Cc1ccccc1)C(=S)Nc1ccc(F)cc1 | 0% | 9 | 3% | 1.1 | i | -9% | 10% | -2% | 8%
O=C(NCCc1nccs1)C1CCC(=O)N(CCc2ccc(Cl)cc2)C1 (stereo not given) | 0% | 5 | 1% | -1.5 | i | 0% | 5% | 1% | -8%
O=C(COC(=O)c1cc[n+]([O-])cc1)Nc1ccc([N+](=O)[O-])cc1Cl | -5% | 0 | -2% | -1.2 | i | 30% | 11% | -10% | 12%
CCCn1c(SCC(=O)N2c3ccccc3CC2C)n[nH]c1=O (stereo not given) | -5% | 2 | -12% | -0.6 | i | 0% | -11% | 0% | 2%
CC(=O)Nc1cccc(-c2nnc(SCc3ccccc3C#N)n2C)c1 | -1% | nt | 3% | 1.0 | i | 37%[activator] | 9% | 0% | -10%

3 compounds out of the list above, ordered by their value in GLP1R inv ag, highest first:
| structure | GLP1R inv ag |
| --- | --- |
| CC12CN3CC(=O)N4CC5(C)CN(CC(C)(C4)C5=O)C(=O)CN(C1)CC(C)(C3)C2=O | 9% |
| Cn1nc(C(=O)NCc2ccc(F)cc2)c2ccccc2c1=O | 0% |
| N#CCCN(Cc1ccccc1)C(=S)Nc1ccc(F)cc1 | -9% |

(list continues)
SMILES | PLK1 PBD block | PI5P4Ka inh | GLP1R cytotox | IL2 activator | PTHR1 ag | GLP1R inv ag | EPAC1 antag | EPAC1 ag | GLP1R ag
Cc1cc([N+](=O)[O-])cc(C)c1OCC(=O)N/N=C/c1ccc(OC(=O)c2ccccc2)cc1 | -2% | -4 | -21% | -0.3 | -25% | ? | -8% | 1% | -20%
COC(=O)C(C(=O)OC)C(C(=O)OC)C(C(=O)OC)C(=O)OC | -12% | 1 | 0% | -1.3 | i | 5% | -6% | -1% | 10%
O=C(CNS(=O)(=O)c1ccc(Br)s1)N1CCCC1 | -8% | 1 | 2% | -1.0 | 0% | 3% | 11% | -3% | 12%
CCc1cccc(C)c1NC(=O)CN(C)Cc1cccc(F)c1 | 3% | 14 | -3% | -2.9 | i | 8.9µM* | -1% | -7% | 4%
O=C(Cn1cc2c(n1)CCCC2)Nc1ccccc1Br | -20% | 2 | 0% | -2.7 | i | -16% | -17% | 2% | 18%
CCOc1cc(NC(=O)Nc2ccc(F)cc2)c(OCC)cc1NC(=O)CC | 1% | 1 | 1% | 0.1 | i | -9% | -11% | -5% | 0%
COc1ccc(F)cc1-c1cc(C(=O)N2CCc3ccccc3C2)[nH]n1 | -13% | 0 | -1% | -0.6 | -27% | -25% | -12% | -13% | 12%
CCOC(=O)c1c(-c2ccc(-c3ccccc3)cc2)csc1NC(=O)CNCCN(C)C | ? | ? | -6% | -3.1 | i | 10µM* | -16% | -7% | 0%
CNC(=O)c1ccsc1NC(=O)CCS(=O)(=O)c1ccc(C)cc1 | -9% | -6 | -12% | -1.3 | -15% | -11% | -16% | 5% | 11%
COc1ccc(CNC(=O)C2Cc3c(-c4ccccc4)ccnc3O2)cc1OC (stereo not given) | 2% | -1 | -7% | 0.2 | i | -14% | -10% | -9% | -4%
CN(Cc1ccccc1)S(=O)(=O)c1ccc(Cl)c(C(=O)OCC(N)=O)c1 | -10% | -7 | -7% | 1.8 | -1% | 6% | -25% | 10% | 19%
O=C(CCNC(=O)c1ccccc1Cl)Nc1nnc(C2CC2)s1 | -17% | -9 | 22% | 5.8 | i | -1% | -7% | 2% | 6%
COc1ccc(NC(=S)N2CCCCCC2)cc1OC | -5% | 0 | 6% | 1.4 | i | 11% | -3% | 8% | -3%
CCOC(=O)C1=C(N)N2C(=O)C(C)SC2=C(C(=O)OCC)C1c1cc(OC)c(OC)c(OC)c1 (stereo not given) | 0% | 1 | 2% | 2.7 | -1% | 4% | -13% | -1% | 0%
CCN(CC)S(=O)(=O)c1cccc(NC(=O)CN(C)Cc2cccc(OC)c2)c1 | -7% | 8 | -8% | -2.3 | -41%[inhibitor] | ? | -9% | 14% | 18%
COc1ccc(OC)c(NC(=O)C2CCCCC2C(=O)O)c1 (stereo not given) | -13% | 0 | -19% | 1.4 | -10%[57.5 µM] | -11% | -2% | 5% | -2%
O=C(NCc1cccnc1)C1c2ccccc2C(=O)N1C1CCCCCCC1 (stereo not given) | 2% | nt | -6% | 0.2 | i | -4% | -3% | 5% | 11%
CCOC(=O)c1[nH]c(C)c(C(=O)Nc2ccc(C)cc2C)c1C | -7% | 3 | -27% | -0.3 | i | ? | -21% | -12% | 2%
CC1CCCN(CCSc2ccc(Cl)cc2)C1 (stereo not given) | -20% | 1 | 8% | -0.5 | -24% | -11% | 5% | 4% | -3%
Cc1ccc(S(=O)(=O)CCC(=O)Nc2ccccc2N2CCCC2)cc1 | -5% | 1 | -14% | 0.0 | -91%[inhibitor] | ? | 0% | 1% | 9%
Cc1ccc(C)c(S(=O)(=O)Nc2ccc(C(=O)N3CCC3)cc2)c1 | -2% | 9 | 15% | -3.9 | i | 6% | 7% | -5% | 15%
COc1ccc(C2C(C#N)=C(N)OC3=C2C(=O)CC(C)(C)C3)c([N+](=O)[O-])c1OC (stereo not given) | -17% | -6 | 12% | -0.2 | -17%[57.5 µM] | 1% | -1% | 1% | 3%
Cc1ccc(S(=O)(=O)N2CCCC2CNC(=O)C(=O)NC2CC2)cc1 (stereo not given) | -9% | -1 | -10% | -3.8 | -6% | 7% | -13% | 7% | 12%
Cc1nnc(SCC(=O)NNC(=O)c2ccc(F)cc2)n1Cc1ccccc1 | -7% | 5 | 14% | -0.2 | i | 6% | -5% | 3% | 7%
CSc1ccc(OC2CCCCC2NS(=O)(=O)c2ccc(Cl)cc2)cc1 (stereo not given) | -7% | 2 | -1% | -0.8 | -11% | ? | -6% | 2% | 11%
NC(=O)CC(NC(=O)Cc1ccc(Br)cc1)c1ccc(NCC2CC2)c([N+](=O)[O-])c1 (stereo not given) | 4% | -2 | -8% | -1.0 | -33% | -14% | 12% | -13% | -4%
COc1cc(/C=C(\NC(C)=O)C(=O)N2CCCCC2)ccc1OC(C)=O | -2% | 1 | 0% | 0.7 | i | 4% | -3% | 14% | -5%
Cc1ccc(S(=O)(=O)N2C[C@H]3n4c(=O)ccc(=O)n4C[C@H](OC(=O)NCc4ccccc4F)[C@@]3(O)C2)cc1 | -21% | 0 | -27% | -2.4 | -64%[inhibitor] | ? | -7% | 5% | -5%
